From PubChem
ASM inhibitor: blocks human secretory acid sphingomyelinase; Potency, µM (top dose mostly 57.5 µM), for inactives: top-dose activity change, negative = inhibition, hits mostly inhibitors; P17405; 340,000 compounds, 0.006% hits; AID 504937; placental ASM, HMU-PC fluorogenic substrate, 60 min; further: potency means the concentration at half of the fitted maximal effect
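Steps: dispense placental human ASM, pin compound, wait 10 min at room temperature, add HMU-PC0 substrate at 9 uM final, incubate 60 min at 37 °C, add stop solution raising pH to 10, read fluorescence.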
Eya2 inh: inhibitors of human Eya2 phosphatase activity; recombinant Eya2, OMFP fluorescence dephosphorylation (OMFP is methylfluorescein phosphate); Potency, µM (doses to about 76.9 µM), for inactives: at the top dose activity, negative = inhibition, hits mostly inhibitors; O00167; 330,000 compounds, 0.006% hits; further: potency means the concentration at half of the fitted maximal effect; on the % scale 0 is the no-effect control and ±100 the full control effect
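Eya2 (0.2 uM) preincubated 10 min at ambient with compound, then OMFP substrate added at 50 uM; 10 min reaction in 50 mM HEPES pH 7.5, 50 mM NaCl, 5 uM MgCl2, 0.05% BSA, 1 mM DTT. Fluorescence read at Ex 485/Em 525 nm.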
PKM2 act: PKM2 (human) enzyme activation. Potency, µM (doses to about 57.5 µM), for the others: at the top dose activation, hits mostly activators. P14618. purified PKM2, Kinase-Glo ATP luminescence, activation; response scale: 0% is enzyme alone, no compound. 260,000 compounds, 0.34% hits; further: potency means the concentration at half of the fitted maximal effect; on the % scale 0 is the no-effect control and ±100 the full control effect; nearly all actives have a fitted effect of over 55% in size
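Purified hPK-M2 (>95%) run at intermediate activity with 0.1 mM ADP and 0.5 mM PEP in 50 mM imidazole pH 7.2, KCl, MgCl2; 1 h room temperature. ATP formed read by Kinase-Glo luminescence; normalized to uninhibited and no-enzyme controls.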
hERG WT inh: KCNH2 (human, wildtype) channel inhibition; 340,000 compounds, 0.37% hits; Q12809; activity change, % at 1.84 µM; U2OS, BacMam KCNH2, thallium flux FluxOr; stronger effect = lower value;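 active means maximum activity change below -70%; inconclusive means maximum activity change between -70% and -50%; inactive means maximum activity change above -50%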; further: on the % scale 0 is the no-effect control and ±100 the full control effect
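U2OS cells were transduced with wild-type KCNH2 virus (2.03 x 10^8 / mL) for 4 h at room temperature, then cultured overnight at 37 C. Thallium flux was read with FluxOr dye. Rate constants were normalized to DMSO controls.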
USP2a inh: blocks human ubiquitin-specific protease USP2a | O75604 | AID 463254 | Potency, µM (series often up to 38.3 µM), without a hit: at the highest dose activity change, negative = inhibition, hits mostly inhibitors | USP2 core, Ub-CHOP2 coupled fluorogenic reporter, 485/531 | 330,000 compounds, 0.01% hits;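 further: potency means the concentration at half of the fitted maximal effect; plate controls were DMSO wells for no effect and full inhibition by NEM control for full effect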
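USP2 core (10nM final) preincubated 30min RT with compound in 20mM Tris-HCl pH 8.0, 2mM CaCl2, 2mM beta-mercaptoethanol, 0.05% CHAPS; 25nM Ub-CHOP2 plus 25nM reporter substrate added, fluorescence (Ex485/Em531) read after 60min.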
MBNL1-CUG inh: inhibitors of human MBNL1 binding to CUG repeat RNA; Potency, µM (doses to about 57.5 µM), for the others: at the highest dose activity change, negative = inhibition, most hits filed as inhibitors; Q9NR56; 280,000 compounds, 0.036% hits; AID 2675; TR-FRET MBNL1-His/biotin-(CUG)12 binding, 665/545 ratio; active means well fitted inhibition curve with a large enough effect in the signal ratio, with a control signal flat, not every such curve was filed as active; inconclusive means small, poorly fitted or top-dose-only effect, or effect the other way, or a change in a side signal; inactive means no such curve, though single readings can be large or run the other way; the % refers to the signal ratio; further: potency means the concentration at half of the fitted maximal effect; on the % scale 0 is the no-effect control and ±100 the full control effect
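Compound titration spanned 92 nM–58 uM against the MBNL1-His/biotin-(CUG)12 complex. After 60 min at room temperature with 5 nM streptavidin-XL665 and 0.055 ng/ul terbium anti-His, ratiometric 665/545 nm emission (Ex 340 nm) normalized to controls.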
GALK inh: galactokinase (human) inhibition; P51570; Purified GALK, Kinase-Glo residual ATP luminescence; Potency, µM (highest dose often 57.5 µM), for the others: at the top dose activity change, negative = inhibition, usual class: inhibitors; 270,000 compounds, 0.007% hits; AID 1868; further: potency means the concentration at half of the fitted maximal effect; on the % scale 0 is the no-effect control and ±100 the full control effect
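The enzyme phosphorylates galactose (100 uM) using ATP (35 uM); inhibition is detected as higher residual ATP, quantified by bioluminescence after 1 h reaction at room temperature, pH 8.0.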
Mito fusion act: inhibitors of mitochondrial division or activators of mitochondrial fusion | Potency, µM (series often up to 46.1 µM), for the others: at the top dose growth rescue (activation), hits mostly activators | AID 485298 | 320,000 compounds, 0.23% hits | S. cerevisiae fusion-defective mutant growth rescue, CellTiterGlo 48 h;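 further: potency means the concentration at half of the fitted maximal effect; % of control where 0% means no effect; nearly all actives have a fitted effect of over 45% in size; temperature-sensitive fusion mutants such as fzo1-1 at 37 °C on non-fermentable ethanol glycerol medium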
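Temperature-sensitive fusion-defective S. cerevisiae (e.g. fzo1-1, mgm1-5) were grown with compound in YPEG medium (3% ethanol, 3% glycerol) for 48 hours at 37C. Growth rescue was measured as viability by CellTiterGlo luminescence after 10 minutes at ambient.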
Menin-MLL TR inh: inhibitors of human menin-MLL interaction, mutant MLL peptide | O00255 | Menin + Texas Red MLL mutant peptide, fluorescence polarization | Potency, µM (highest dose often 61.6 µM), for the others: top-dose FP activity change, negative = inhibition, hits mostly inhibitors | 270,000 compounds, 0.23% hits | AID 1768; active means well fitted inhibition curve with a large enough effect in the polarisation, with a control signal flat, not every such curve was filed as active; inconclusive means small, poorly fitted or top-dose-only effect, or effect the other way, or a change in a side signal; inactive means no such curve, though single readings can be large or run the other way; the % refers to the polarisation; further: potency means the concentration at half of the fitted maximal effect; % of control where 0% means no effect; many of its hits are not listed in these tables
BCR signal inh: chronic active BCR signaling inhibition. ABC-DLBCL IkBa-CBG/CBR reporter, luminescence ratio, 4 h. Potency, µM (series often up to 46.1 µM), without a hit: at the highest dose ratio change, negative = lower green/red ratio, usual class: inhibitors. 340,000 compounds, 0.05% hits; active means well fitted inhibition curve with a large enough effect in the signal ratio, with a control signal flat, not every such curve was filed as active; inconclusive means small, poorly fitted or top-dose-only effect, or effect the other way, or a change in a side signal; the % refers to the signal ratio;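 further: potency means the concentration at half of the fitted maximal effect; plate controls were basal doxycycline-induced cells for no effect and cells given 10 µM MG132 for full effect; MG132 reads +100%, hits lower the ratio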
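Doxycycline induced both beetle luciferases in TMD8 lymphoma cells; IKK-driven degradation limits the IkappaBalpha-fused green signal, while red luminescence normalises for cell number and nonspecific effects. Compounds tested up to 46 uM, 4 hrs.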
TSHR antagonist: antagonists of human thyroid stimulating hormone receptor; P16473; TSHR-expressing cells, TSH-stimulated cAMP HTRF, 2 h; stronger effect = lower value; activity change, negative = inhibition, % at 11.5 µM; 330,000 compounds, 0.2% hits;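 active means activity change below a set negative limit, meaning inhibition stronger than a set level, cut at about -70% in these data; inconclusive means activity change between two set negative limits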; further: on the % scale 0 is the no-effect control and ±100 the full control effect
Target sequence (P16473 whole entry, looked up): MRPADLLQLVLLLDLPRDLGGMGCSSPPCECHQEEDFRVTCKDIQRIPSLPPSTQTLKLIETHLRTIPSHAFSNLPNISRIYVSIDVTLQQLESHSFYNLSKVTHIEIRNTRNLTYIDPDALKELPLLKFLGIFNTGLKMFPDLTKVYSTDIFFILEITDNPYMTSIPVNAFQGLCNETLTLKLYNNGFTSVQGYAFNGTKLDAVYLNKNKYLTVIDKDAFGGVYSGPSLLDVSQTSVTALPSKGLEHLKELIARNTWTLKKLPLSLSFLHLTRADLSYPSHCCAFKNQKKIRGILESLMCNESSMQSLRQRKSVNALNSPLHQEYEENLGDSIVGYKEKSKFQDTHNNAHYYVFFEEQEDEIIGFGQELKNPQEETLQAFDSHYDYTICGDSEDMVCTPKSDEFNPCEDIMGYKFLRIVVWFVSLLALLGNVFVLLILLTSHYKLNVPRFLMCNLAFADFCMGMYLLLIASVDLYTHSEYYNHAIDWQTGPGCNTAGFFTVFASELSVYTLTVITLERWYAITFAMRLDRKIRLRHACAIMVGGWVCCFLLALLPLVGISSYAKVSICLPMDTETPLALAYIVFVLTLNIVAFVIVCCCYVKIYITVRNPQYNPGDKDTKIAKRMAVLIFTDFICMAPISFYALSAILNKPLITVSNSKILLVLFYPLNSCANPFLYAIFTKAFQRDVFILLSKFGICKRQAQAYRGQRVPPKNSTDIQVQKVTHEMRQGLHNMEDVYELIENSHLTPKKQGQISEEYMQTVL
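Inhibition of cAMP made by TSHR-expressing cells under TSH stimulation (4nM final, EC80; 2 h, 37 deg C) is quantified with a one-step lysis HTRF kit, anti-cAMP cryptate versus cAMP-d2.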
An asterisk follows results filed as active; ? = inconclusive; . = not tested or not shown; & = joins results of further samples; [ ] = remark or other dose. Unless noted, the call rests on the fitted dose curve; in most records, active means well fitted curve in the direction sought with a large enough effect; inconclusive means small, poorly fitted or top-dose-only effect, or another doubt; inactive means no such curve, though single readings can be large; an effect the other way counts as inactive or inconclusive.

SMILES | ASM inhibitor | Eya2 inh | PKM2 act | hERG WT inh | USP2a inh | MBNL1-CUG inh | GALK inh | Mito fusion act | Menin-MLL TR inh | BCR signal inh | TSHR antagonist
CC(=O)NN1C(=O)/C(=C2/Sc3ccccc3N2C)SC1=S | 4% | -13% | . | -3 | 0% | 22% | -3% | -2% | ? | 0% | -9
COc1cc(NC(=O)N[C@@H](Cc2ccccc2)C(=O)O)cc(OC)c1 | 7% | 13% | 6% | -1 | 3% | 19%[11.5 µM] | -1% | -1% | -10% | -17% | 20
CC1CCCCN1C(=O)COC(=O)CNC(=O)c1ccc(Cl)cc1Cl (configuration not stated) | 3% | 16% | . | -6 | 2% | . | . | 1% | . | ? | -2
COc1ccc(-c2cc(-c3ccccc3)nc(N3CCCC3)n2)cc1OC | 480%[activator] | 1% | -2% | 2 | -1% | 9% | -4% | 21% | -23% | 10% | 14
Cc1nc2ccccn2c1CN(C)C(=O)C1CCC(=O)N(CCc2cccc(F)c2)C1 (configuration not stated) | 2% | 5% | . | -5 | 0% | -12% | -3% | -1% | . | -1% | -1
COc1ccc(COc2cc(-c3cccc(OC)c3)nc3ccc(NC(=O)c4ccc(C)cc4)cc23)cc1 | -3% | 0% | -3% | -7 | -2% | 21% | . | -4% | -20%&-18% | ? | -5
O=C1NC2(CCCCC2)C(=O)N1Cc1cc(=O)n2ccsc2n1 | 2% | -9% | -1% | -1 | 2% | -7% | 8% | 5% | 1% | 5% | 5
COc1ccc(NC(=O)CCOc2ccc(C)cc2)c(OC)c1 | -3% | 7% | 1% | 29 | 1% | -1% | 2% | 1% | -3% | 12% | -1
Cc1cc(C)n2nc(C(=O)NCC(=O)Nc3ccc(F)c(F)c3)nc2n1 | 10% | 20% | . | -3 | 1% | . | . | -3% | . | 2% | -2
O=C1CC(N2CCN(c3ccc(F)cc3)CC2)C(=O)N1c1ccccc1 (configuration not stated) | 0% | 13% | -7% | -1 | 0% | -20% | -1% | -10% | -3% | 5% | -1
CC(C)NS(=O)(=O)c1ccc(NC(=O)C(C)Oc2ccc(C(=O)c3ccccc3)cc2)cc1 (configuration not stated) | . | -4% | 6% | -5 | -14% | -7% | 0% | 3% | 11% | ? | -16
Cc1cc(NS(=O)(=O)c2ccc(NC(=O)c3cccc(OC(F)F)c3)cc2)nc(C)n1 | 1% | 1% | -43% | -20 | 8% | -3% | 1% | 3% | 17% | -1% | -4
Cc1ccc(-c2ccc(=O)n(CC(=O)NCc3ccco3)n2)cc1 | 0% | -4% | 1% | 7 | 0% | 21% | 0% | 0% | . | -14% | -7
O=C(Cc1ccccc1F)NC1CCCc2ccccc21 (configuration not stated) | 1% | 6% | -4% | -7 | 0% | -3% | 15% | -11% | -6% | 6% | 11
Cc1ccc2c(c1)C1CN(C)CCC1N2C(=O)c1ccccc1NS(=O)(=O)c1cccc(C(F)(F)F)c1 (configuration not stated) | -3% | -18% | 5% | 17 | 4% | -12% | 0% | 0% | 11% | 13% | -1
CN(CC(=O)Oc1ccc(-c2nnco2)cc1)S(=O)(=O)c1ccc(F)cc1 | -1% | 4% | . | 0 | 1% | . | . | -3% | . | -13% | 1
Cc1ccccc1NC(=O)CN(C)S(=O)(=O)c1ccc2c(c1)n(C)c(=O)c(=O)n2C | -1% | 0% | . | -4 | 2% | -4% | 6% | 0% | . | -9% | -8
COC(=O)c1nc2n(n1)C(c1ccccc1OC)C1=C(CCCC1=O)N2 (configuration not stated) | 4% | -2% | 4% | -7 | 3% | 0% | 0% | 3% | ? | 9% | -17
COc1cccc(/C=N/NC(=O)C(=O)N2CCCC2)c1O | -1% | -9% | -7% | -5 | 0% | ? | 0% | -2% | ? | ? | -47
S=C(Nc1cc(Cl)cc(Cl)c1)NC1CCN(Cc2ccccc2)CC1 | -3% | -22% | 1% | 9 | -2% | 3% | 2% | -27% | 57%[activator] | 1% | 9
O=C(OCCc1cc2ccccc2c(=O)o1)c1cccs1 | 4% | 0% | . | -4 | 3% | . | . | 6% | . | ? | -12
COCc1ccc(C(=O)N(C)CC2CCCN(CCc3ccc(Cl)cc3)C2)o1 (configuration not stated) | 0% | 12% | 4% | -2 | -2% | -7% | -7% | -2% | . | 1% | -7
COc1ccc(CNC(=O)CSC(=S)N2CCCC2)cc1 | 5% | 23% | . | -9 | 1% | . | . | -1% | . | ? | 1
O=C(/C=C/c1ccc(Cl)cc1)NCc1ccco1 | -6% | -1% | 0% | -7 | 2% | 13% | 1% | 8% | -6% | ? | -2
CCOc1ccc(C(=O)O/N=C(\N)c2ccc([N+](=O)[O-])cc2)cc1OCC | -1% | 5% | -5% | 18 | 0% | ? | -3% | 2% | 9% | -3% | -9
CC1CN(C(=O)COC(=O)c2cccc(S(=O)(=O)N3CCc4ccccc43)c2)CC(C)O1 (configuration not stated) | 1% | 4% | . | 6 | 3% | . | . | . | . | -6% | -11
CCCCNC(=O)N(O)C1N(/N=C/c2ccccc2F)C(=S)SC1(C)C (configuration not stated) | 0% | 8% | . | -13 | 7% | 9% | -4% | -1% | 0% | ? | -1
CC(C)C(NS(=O)(=O)c1ccccc1)C(=O)N1CCCC1 (configuration not stated) | -6% | 15% | -1%[11.5 µM] | 6 | -1% | 0% | -2% | -1% | -11% | 1% | -7
O=C(CSc1nnnn1-c1ccccc1)NC(=O)NCc1ccco1 | 2% | 5% | -3% | 3 | -1% | 0% | -3% | -2% | 1% | ? | 6
O=C(O)CCN1C(=O)C2C3c4ccccc4C(c4ccccc43)[C@@H]2C1=O (some centres not stated) | 1% | -3% | 0% | -2 | 9% | -5% | -2% | -3% | . | 4% | 4
COc1cc(OC)cc(-c2c(-c3ccc(F)cc3)c3cc(-c4ccc5c(c4)OCCO5)ccc3n2C)c1 | 10% | 2% | . | -3 | 1% | . | . | . | . | -1% | 1
COc1ccc(-c2csc(N3C(=N)SCC3=O)n2)cc1 | 6% | 9% | 14% | 1 | 1% | -4% | -3% | -2% | . | ? | 14
CC(=O)N1N=C(c2ccccc2)CC1c1ccccc1 (configuration not stated) | -3% | 12% | -1% | -4 | 4% | 4% | 1% | 2% | 3% | 6% | -13
CSC1=NCCN1C(=O)c1c(F)cccc1F | 0% | 8% | 2% | -5 | -2% | 10% | 3% | -1% | -5% | ? | 3
COc1ccc(OC)c(C(=O)NC(CC(N)=O)c2ccc(NCC3CC3)c([N+](=O)[O-])c2)c1 (configuration not stated) | -2% | 1% | 1% | 1 | 2% | ? | . | 0% | 24% | -9% | -11
COc1cc2cc(C(c3nnnn3C3CCCC3)N3CCCCCC3)c(=O)[nH]c2cc1OC (configuration not stated) | 36% | 11% | 6% | -1 | 1% | ? | -2% | -1% | -16% | -5% | -7
Cc1nc2sc(C(N)=O)c(N)c2c(C)c1CC(=O)c1ccccc1 | 15% | 3% | -3% | -4 | -5% | 10% | -1% | 6% | -21% | -13% | 24
Cn1nccc1C(=O)N/N=C/c1ccccc1[N+](=O)[O-] | -1% | 4% | -19% | 0 | -1% | ? | 5% | -4% | . | ? | 0
Cc1ccc(Nc2nnc(-c3ccc(N4CCOCC4)c([N+](=O)[O-])c3)c3ccccc23)cc1 | -17% | -1% | -3% | 4 | -10% | 8% | 2% | 25% | 7% | 2% | -8
O=C(COc1ccc(-c2nnco2)cc1)Nc1cc([N+](=O)[O-])ccc1F | 0% | -10% | . | 2 | 0% | . | . | . | . | 4% | -10

The list is partial, so the mix of outcomes need not match the whole.
